Screening data: PubChem, several laboratories
BH1578 lux ind: induces V. cholerae light production without autoinducers. AID 588436. 350,000 tested, 0.16% active. activation, % at 18.7 µM. V. cholerae BH1578 lux reporter, luminescence, 6 h; in the data active = activation mostly above about 9.7%, no sharp cut-off; also: not every result past the cut was called active; inactives centre near 0; reference of the scale not given here
FBA Mtb inh: Mtb fructose-bisphosphate aldolase inhibition; purified M. tuberculosis FBA, fluorescence read-out; inhibition, % at 1 µM; 360,000 tested, 2.3% active; AID 588726; in the data active = inhibition above about 27%;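 also: 0% = vehicle and 100% = reference inhibitor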
Target sequence (P9WQA3 whole entry, looked up): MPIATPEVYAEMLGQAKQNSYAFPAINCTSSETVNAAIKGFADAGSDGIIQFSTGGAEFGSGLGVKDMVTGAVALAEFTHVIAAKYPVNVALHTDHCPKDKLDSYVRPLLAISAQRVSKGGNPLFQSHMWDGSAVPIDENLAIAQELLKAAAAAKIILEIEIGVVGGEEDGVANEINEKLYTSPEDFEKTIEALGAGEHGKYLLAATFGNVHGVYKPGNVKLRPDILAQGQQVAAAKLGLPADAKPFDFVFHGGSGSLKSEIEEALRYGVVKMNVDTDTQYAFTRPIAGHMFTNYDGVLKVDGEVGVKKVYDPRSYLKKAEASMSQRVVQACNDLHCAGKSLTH
SSB-PriA inh: blocks PriA binding to SSB C-terminal tail | AlphaScreen SSBct-PriA binding, biotinylated peptide | inhibition, % at 33 µM | 430,000 tested, 0.6% active | AID 1272365; in the data active = inhibition mostly above about 37%, no sharp cut-off; inactive = mostly below about 20%;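 also: plate controls were negative control peptide for no effect and reference peptide for full effect; strong numbers were not always called active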
GDH-TPI counter: counter-screen for M. tuberculosis FBA inhibitors: GDH-TPI coupled enzymes; GDH-TPI coupled enzyme counterscreen, NADH absorbance; inhibition, % at 4.8 µM; 360,000 tested, 1.2% active; AID 588335; in the data active = inhibition above about 30%;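 also: 0% = DMSO wells and 100% = wells lacking the enzyme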
DUSP3 inh: inhibitors of human VHR1 phosphatase (DUSP3). 290,000 tested, 0.52% active. inhibition, % at 13.3 µM. recombinant VHR phosphatase, pNPP absorbance. P51452; in the data active = inhibition above about 50%; also: some compounds called inactive have numbers as strong as hits
Target sequence (P51452 whole entry, looked up): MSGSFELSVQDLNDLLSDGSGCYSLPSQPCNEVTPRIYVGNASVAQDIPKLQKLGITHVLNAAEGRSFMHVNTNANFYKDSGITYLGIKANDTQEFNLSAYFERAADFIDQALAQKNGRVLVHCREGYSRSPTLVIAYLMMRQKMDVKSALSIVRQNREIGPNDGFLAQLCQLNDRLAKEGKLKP
MazF activator: activators of E. coli MazEF toxin-antitoxin RNase; FAM/BHQ RNA-DNA oligo cleavage fluorescence, 5 h; P0AE70; activation, % at 20 µM; 350,000 tested, 0.32% active; in the data active = activation above about 50%
Rv3671c inh: inhibits the M. tuberculosis serine protease Rv3671c | P9WHR9 | inhibition, % at 5.96 µM | 320,000 tested, 0.048% active | AID 2606; in the data active = inhibition above about 38%;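 also: extracellular domain of Rv3671c used as enzyme; 0% = enzyme with DMSO and 100% = no enzyme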
Target sequence (P9WHR9 whole entry, looked up, the tested form may be a part): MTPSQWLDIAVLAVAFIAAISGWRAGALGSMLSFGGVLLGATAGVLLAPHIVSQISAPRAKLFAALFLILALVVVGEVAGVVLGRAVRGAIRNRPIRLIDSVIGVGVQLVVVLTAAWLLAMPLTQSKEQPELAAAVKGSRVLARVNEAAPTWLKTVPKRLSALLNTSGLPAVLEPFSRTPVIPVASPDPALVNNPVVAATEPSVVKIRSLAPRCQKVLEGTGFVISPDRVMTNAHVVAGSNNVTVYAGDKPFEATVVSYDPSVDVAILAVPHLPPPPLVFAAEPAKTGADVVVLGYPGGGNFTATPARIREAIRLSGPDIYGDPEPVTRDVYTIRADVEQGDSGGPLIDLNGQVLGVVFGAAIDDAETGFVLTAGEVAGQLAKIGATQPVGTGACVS
3CLpro inhibitor: SARS-CoV 3CLpro protease inhibition; P0C6X7; recombinant SARS-CoV 3CLpro, quenched FRET peptide cleavage; inhibition, % at 6 µM; 290,000 tested, 0.14% active; in the data active = inhibition above about 12%
BioA inh: blocks M. tuberculosis BioA enzyme activity; purified M. tuberculosis BioA enzyme, plate reader; inhibition, % at 9.99 µM; 360,000 tested, 0.096% active; in the data active = inhibition above about 40%
Mtb UGM inh: Mtb UDP-galactopyranose mutase inhibition; P9WIQ1; purified UGM, fluorescence polarization probe displacement; inhibition, % at 10 µM; 320,000 tested, 0.06% active; AID 504406; in the data active = inhibition above about 10%, passing the limit was not always enough
* marks the source's active call; other numbers are inactive results; i = inactive; x = not tested or not shown; & = joins results of further samples; ! = repeats disagree. Some of the compounds tested; rates above refer to the full screens.

Under each structure – BH1578 lux ind	FBA Mtb inh	SSB-PriA inh	GDH-TPI counter	DUSP3 inh	MazF activator	Rv3671c inh	3CLpro inhibitor	BioA inh	Mtb UGM inh
1	CCN(C(=O)Cn1ccc(C(F)(F)F)n1)c1c(N)n(Cc2ccccc2)c(=O)[nH]c1=O
 : 1.8	0	23	-6	x	7	4	x	0.4	0.6
2	CC(O)CNC1c2ccccc2CC1O (configuration not stated)
 : i	1	-6	-2	x	-1	x	x	-0.5	x
3	COC(=O)c1ccc(C(=O)OC)c(NC(=O)CN(C)Cc2ccccc2)c1
 : i	0	-17	9	-14	-12	-18	-1	-1.8	4.1
4	CC1(C)NC(=O)N(CCCC(=O)Nc2ccc(C(F)(F)F)cc2)C1=O
 : -0.3	1	-9	5	x	8	-4	x	-0.6	x
5	C[C@]12CCC(=O)C=C1CCC1C2CC[C@@]2(C)C1CCC21OCCO1 (some centres not stated)
 : i	0	-4	6	x	6	-2	x	0.7	0.4
6	CCn1c(SCC(=O)Nc2nnc(C)s2)nc2c(c1=O)SC(C)C2 (configuration not stated)
 : -1.1	2	-13	12	9	2	4	1	-1.6	-1.4
7	O=C(c1ccc(NS(=O)(=O)c2cccc(C(F)(F)F)c2)cc1)N1CCCC1
 : -1.4	-1	-6&8	-4	19	4	x	4	-2.8	-0.5
8	Cn1cc([N+](=O)[O-])c(C(=O)N2CCCCCC2)n1
 : i	-2	-17	2	6	-5	0	-1	-2.4	-3.1
9	O=C(NCCO)/C(=C\c1ccc2c(c1)OCO2)NC(=O)c1ccc(Br)cc1
 : -0.2	-3	7	9	-11	4	-2	2	x	-0.4
10	Cc1cc(NC(=O)/C(C#N)=C/c2ccc(-c3ccc(SC(F)F)cc3)o2)n(-c2ccccc2)n1
 : -0.2	1	-6	-1	8	405*	0	-2	-22	3.8
11	CCCN1CCN(C(=O)CCNC(=O)Cn2cnc3ccccc3c2=O)CC1
 : -0.3	-1	-14	-5	31	3	10	0	-1.6	0.7
12	Cn1ccnc1C1CCCCN1Cc1nc(-c2ccc(Cl)cc2)no1 (configuration not stated)
 : 0.5	1	6	-4	0	4	3	3	x	-0.2
13	COCCCNC(=O)c1cn(Cc2c(F)cccc2Cl)nn1
 : -0.4	-10	-18	-2	18	1	-9	-2	-1.2	0.6
14	Cc1c(NC(=S)NC(=O)c2ccc(-c3ccc(Cl)cc3)o2)cccc1C(=O)O
 : i	1	-2	32*	6	-20	-10	-5	x	-1.7
15	CCCNC(=O)c1ccccc1NC(=O)C1=CSCCO1
 : -0.7	-1	-4	-8	6	6	3	-1	-0.1	-1.4
16	Cc1ccc(NC(=O)CN(C)S(=O)(=O)c2cnc[nH]2)c(C)c1
 : -1.3	1	-3	3	-2	6	3	-3	-1.5	3.3
17	COc1ccc(Cl)cc1NC(=O)COC(=O)C1CCCCC1
 : 5.6	0	0	0	x	-2	-4	x	0.2	-0.5
18	CC1(C)CC(=O)C(C=NCc2ccc3c(c2)OCO3)=C(O)C1
 : i	-4	1	-3	-9	-5	-7	6	-1.1	-0.3
19	OC[C@@H]1CN(Cc2ccco2)C[C@H](n2cnc3c(N4CCOCC4)ncnc32)O1
 : i	0	x	6	x	x	x	x	-0.7	x
20	Nc1cc(=O)[nH]c(SCC(=O)N2CCCc3ccccc32)n1
 : 1.7	-2	0	11	9	6	-11	-3	-3.1	2.0
21	COc1cccc(C(O)c2nc(-c3cccc(C(=O)O)c3)cs2)c1 (configuration not stated)
 : i	2	x	6	x	x	x	x	-3.9	x
22	CCCCn1nnc(NC(=O)COc2ccc(Cl)c(C)c2)n1
 : i	0	7	5	33	-3	-5	7	x	-0.4
23	C/C=C/c1ccc(OCC(=O)Nc2ccc(OC)c(OC)c2)c(OC)c1
 : -0.5	0	-2	-2	11	-7	3	2	x	0.5
24	CC(Sc1nc2ccccc2s1)C(=O)N(C)Cc1ccccc1 (configuration not stated)
 : i	0	-48	6	7	-2	-5	3	-0.1	-1.9
25	COc1ccccc1CN(CC(=O)NCc1ccc2c(c1)OCO2)C(=O)c1csnn1
 : -3.8	-4	-14	1	17	-3	4	3	0.9	-1.0
26	Cc1ccc(C(C)C)cc1OCCCCN1CCCC1
 : i	5	-5	1	3	2	-6	1	-1.7	x
27	CCc1ccc(NS(=O)(=O)c2cc3[nH]c(=O)c(=O)[nH]c3cc2C)cc1
 : -0.9	0	-6	6	13	7	-7	5	0.5	2.1
28	CC(C)n1c(=O)[nH][nH]c1=S
 : i	0	-3	-11	10	9	2	0	0.3	-1.7
29	CC(C)N(C)c1ncnc2c1ncn2[C@H]1CN(CCN2CCOCC2)C[C@@H](CO)O1
 : -0.2	-1	x	0	x	x	x	x	0.7	x
30	COc1cccc(NC(=O)CN(C)CC(=O)NC(C)c2ccccc2)c1 (configuration not stated)
 : -3.6	1	-4	4	10	2	-2	1	x	-1.6
31	Cn1nc(C(=O)Nc2ccc(S(=O)(=O)N3CCCCC3)cc2)ccc1=O
 : 0.6	0	-12	-7	19	3	-5	-4	3.1	0.8
32	COCCn1c(SCC(=O)NC2CCCCC2)nnc1-c1ccco1
 : -0.2	2	-9	-3	26	5	9	1	-0.2	0.0
33	CC(C)C(c1nnnn1Cc1cccs1)N1CCN(c2ccccc2)CC1 (configuration not stated)
 : i	2	-11	-4	32	-13	-1	2	-0.7	2.7
34	COc1cc(NC(=O)c2cc3ccccc3o2)c(OC)cc1Br
 : x	3	-7	30	-8	-6	-2	-2	-0.5	2.1
35	Cc1ccc(S(=O)(=O)N2CCCc3ccccc32)cc1C
 : i	-1	-23	0	16	-1	10	4	0.4	-2.5
36	N=c1n(Cc2ccccc2)c2ccccc2n1CC(O)COc1ccccc1 (configuration not stated)
 : -0.3	3	7	7	0	21	7	3	26	-0.3
37	Cn1c(=O)c2ncn(CC(=O)N=Nc3c(O)[nH]c4ccccc34)c2n(C)c1=O
 : x	x	x	x	13	x	-7	0	x	0.5
38	Cc1cccc(NC(=O)CN2C(=O)/C(=C3\SC(=S)N(CC4CCCO4)C3=O)c3ccccc32)c1 (configuration not stated)
 : -1.2	2	-9	1	-8	17	1	3	-1.5	-1.4
39	O=C(NCc1cccnc1)c1cc(S(=O)(=O)N2CCOCC2)c(Cl)cc1Cl
 : -1.4	0	2	1	x	3	7	x	-0.1	5.2
40	CSc1nccc(Oc2cncc(Cl)c2)n1
 : 0.5	0	-21	-4	2	1	-4	1	x	2.1
41	Cc1nc(CN2CCC(c3ccccc3)CC2)cc(=O)[nH]1
 : -0.2	1	-11	8	53*	1	2	4	x	0.1
42	Cc1ccc(/C(O)=C/C(=O)C(=O)NNC(=O)C(O)(c2ccccc2)c2ccccc2)cc1
 : -0.4	0	x	20	4	-2	10	5	1.7	0.9
43	CCN(CC(=O)NCc1ccc(F)cc1)CC(O)COCc1cccc(OC)c1 (configuration not stated)
 : i	2	-26	11	24	1	0	0	-3.9	-1.0
44	O=C(O)/C=C\C(=O)Nc1ccc(OCc2ccccc2)cc1
 : -0.2	1	-3	5	12	-2	3	-1	x	1.0
45	CCc1ccc(S(=O)(=O)Nc2c(C)nn(C)c2C)cc1
 : -0.3	0	-1	-3	11	8	0	7	0.8	-1.3
46	c1ccc(-c2nn[nH]n2)nc1
 : -0.5	1	107*!	-7	10	7	-1	0	x	-2.1
47	CC(Oc1cccc(Cl)c1)C(=O)Nc1ccc(N2CCOCC2)cc1N1CCOCC1 (configuration not stated)
 : i	-2	29	9	x	8	-2	x	2.5	3.1
48	COc1cc(/C=C/C(=O)NC2CCCCC2)cc(OC)c1OC
 : i	9	-12	-7	-18	-15	3	0	-0.1	0.0
49	O=C(CNC(=O)c1ccc(Br)cc1)NC1=NCCS1
 : -1.8	4	5	-4	30	4	-12	5	-1.0	2.9
50	COc1ccccc1NC(=O)c1c([N+](=O)[O-])cnn1C
 : 1.2	-1	-13	-1	-23	4	-5	-3	0.3	0.8
51	COc1cc(/C=c2/sc3nc(-c4ccccc4)c(-c4ccccc4)n3c2=O)cc(OC)c1OC
 : -0.3	0	x	14	10	-8	-5	5	x	-2.9
52	CSc1ccccc1NC(=O)CN1CCCCC1
 : -0.6	0	-16	2	11	8	-6	4	x	2.3
53	COc1ccccc1NC(CC(=O)c1ccccc1)C(=O)OCC(=O)c1ccc(Br)cc1 (configuration not stated)
 : -0.3	1	-18	7	-2	-1	-2	-2	-0.9	0.0
54	c1ccc2c(CN3CCCCCCC3)c[nH]c2c1
 : i	1	6	6	37	1	2	4	-0.6	3.9
55	O=C(O)c1c(NC(=O)c2cccc3ccccc23)sc2c1CCC2
 : -0.4	0	6	12	8	-4	-3	1	x	0.4
56	C[C@H](NC(N)=O)C(=O)OCC(=O)Nc1ccc(OC(F)F)cc1
 : i	-1	1	-5	-17	7	-4	-1	x	1.2
57	COc1cccc(CNC(=O)CN(c2ccc(C(C)C)cc2)S(=O)(=O)c2c(C)noc2C)c1
 : -0.2	0	-10	12	-10	0	7	15*	-1.0	-1.2
58	COc1ccc(CN(CCC(c2ccccc2)c2ccc(OC(C)C)cc2)C(=O)CCl)cc1OC (configuration not stated)
 : i	1	1	5	-8	-3	-1	5	12	2.2
59	O=C(O)COCC(=O)N1CCc2c([nH]c3ccccc23)C1C(F)(F)F (configuration not stated)
 : -0.3	0	2	-14	3	9	3	6	-4.0	0.9
60	Cc1cccc(NS(=O)(=O)c2cc(C(=O)N3CCCCCC3)ccc2C)c1
 : -0.1	1	1	3	24	-1	5	-1	0.1	1.1
61	O=CNc1c(Cl)cc2c(c1Cl)Cc1cc([N+](=O)[O-])ccc1-2
 : i	-3	-10	14	x	11	x	x	0.5	x

In the list so far, these have a thiophene ring, fused or not.
Under each structure – BH1578 lux ind	FBA Mtb inh	SSB-PriA inh	GDH-TPI counter	DUSP3 inh	MazF activator	Rv3671c inh	3CLpro inhibitor	BioA inh	Mtb UGM inh
33	CC(C)C(c1nnnn1Cc1cccs1)N1CCN(c2ccccc2)CC1 (configuration not stated)
 : i	2	-11	-4	32	-13	-1	2	-0.7	2.7
55	O=C(O)c1c(NC(=O)c2cccc3ccccc23)sc2c1CCC2
 : -0.4	0	6	12	8	-4	-3	1	x	0.4

Compound profiles, from the list above. Screens in order: BH1578 lux ind	FBA Mtb inh	SSB-PriA inh	GDH-TPI counter	DUSP3 inh	MazF activator	Rv3671c inh	3CLpro inhibitor	BioA inh	Mtb UGM inh
Shown for Cc1ccc(NC(=O)CN(C)S(=O)(=O)c2cnc[nH]2)c(C)c1 : -1.3	1	-3	3	-2	6	3	-3	-1.5	3.3
Shown for N=c1n(Cc2ccccc2)c2ccccc2n1CC(O)COc1ccccc1 (configuration not stated) : -0.3	3	7	7	0	21	7	3	26	-0.3
Shown for CC(C)N(C)c1ncnc2c1ncn2[C@H]1CN(CCN2CCOCC2)C[C@@H](CO)O1 : -0.2	-1	x	0	x	x	x	x	0.7	x
